High-throughput results as filed in PubChem.
DNMT1 block: blocks human DNA methyltransferase DNMT1. AID 588458. DNMT1 molecular beacon, Hinp1I cleavage, fluorescence. 360,000 tested, 0.83% active. inhibition (reported as % activation of signal), % at 10 µM; in the data active = inhibition above about 50%
SUMO1-SIM PPI: alters human SUMO1 binding to SIM partners; 360,000 tested, 0.33% active; inhibition, % at 20 µM; SUMO1 binding to a labelled peptide, TR-FRET, 1 h; P63165; in the data active = inhibition above about 37%
Target sequence (P63165 whole entry, looked up): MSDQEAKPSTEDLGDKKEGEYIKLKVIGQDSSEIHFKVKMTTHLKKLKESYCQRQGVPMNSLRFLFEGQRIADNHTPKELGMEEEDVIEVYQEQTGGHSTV
NadD inh: blocks S. aureus nicotinate mononucleotide adenylyltransferase. purified NadD enzyme, colorimetric absorbance read-out. inhibition, % at 20 µM. 360,000 tested, 0.78% active. AID 602399; in the data active = inhibition above about 26%; also: some compounds past the cut are filed as inactive
SKN-1 block: inhibitors of C. elegans SKN-1; inhibition, % at 21.8 µM; C. elegans VP596 Pgst-4::GFP/RFP ratio, acrylamide-induced, 24 h; 360,000 tested, 0.49% active;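 active = interference check ratio from 0.5 to 1.5 plus GFP to RFP signal ratio inhibition reaching or exceeding a fixed threshold, cut at about 30% in these data, passing the limit was not always enough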; also: some compounds called inactive have numbers as strong as hits
Scp-1 inhibitor: Scp-1 (human) phosphatase inhibition; Q9GZU7; Recombinant Scp1, phosphopeptide, malachite green phosphate absorbance; inhibition, % at 20 µM; 340,000 tested, 0.88% active; AID 493091;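 active = inhibition above about 50% at 20 µM, limit read from the data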;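 also: plate controls were DMSO wells with enzyme for no effect and wells lacking enzyme for full effect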
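Assay system: SCP-1 catalytic fragment, aa 76-261 | Buffer or medium: Tris acetate buffer pH 5.5 with MgCl2 and Tween-20 | Compound: One concentration, 20 µM, with 1.0% DMSO | Also added: Phospho 17-mer peptide substrate | Signal: Absorbance at 630 nm | Incubation: 45 min enzyme reaction at room temperature | Measure: % inhibition of SCP-1 phosphate liberation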
LMPTP inh: LMPTP (human) inhibition; P24666; inhibition, % at 20 µM; 360,000 tested, 0.22% active; recombinant LMPTP-A, OMFP fluorogenic substrate, fluorescence intensity; AID 651560;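 active = compounds that cut the enzyme signal by at least half of the control window in the single-dose screen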;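 also: plate controls were DMSO wells with enzyme plus substrate for no effect and substrate without enzyme for full effect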
Target sequence (P24666 whole entry, looked up): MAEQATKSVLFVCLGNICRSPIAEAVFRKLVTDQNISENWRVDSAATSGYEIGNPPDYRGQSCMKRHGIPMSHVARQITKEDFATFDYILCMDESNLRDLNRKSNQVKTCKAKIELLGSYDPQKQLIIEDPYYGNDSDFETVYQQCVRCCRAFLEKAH
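Test system – LMPTP-A phosphatase enzyme · Quantity – 0.625 nM LMPTP-A final · Reagent – OMFP substrate, 400 µM final · Dosing – one test concentration per compound, 20 µM, with 3% DMSO overall · Timing – 50 min enzyme reaction at room temperature, protected from light · Detection – fluorescence intensity · Controls – substrate-only low control, DMSO enzyme-plus-substrate high control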
STEP block: STEP (human) phosphatase inhibition; P54829; AID 588621; recombinant STEP, OMFP fluorogenic substrate, fluorescence; inhibition, % at 20 µM; 360,000 tested, 0.25% active;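 active = inhibition at 20 µM, scaled per plate between control wells, above about 37%, limit read from the data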;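 also: 0% = DMSO with enzyme and substrate and 100% = substrate only without enzyme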
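Also added – OMFP at 25 µM · Test system – STEP tyrosine phosphatase · Technique – FITC-channel fluorescence of OMFP product · Schedule – 20 min at room temperature, dark · Evaluation – control-normalized % inhibition with plate pattern correction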
Tb MetRS inh: blocks T. brucei methionyl-tRNA synthetase activity; purified T. brucei MetRS, ATP depletion, Kinase-Glo luminescence; inhibition, % at 11.9 µM; 360,000 tested, 0.4% active;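 active = inhibition above a per-plate cutoff of the control wells' mean inhibition plus 3 SD, cut at about 5.5% in these data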;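 also: 0% = DMSO wells median and 100% = median of wells with control inhibitor compound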
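Test system – parasite MetRS enzyme · Reagent – substrates ATP, L-methionine and bulk Escherichia coli tRNA · Doses – 11.9 µM compound single dose, 0.9% DMSO · Times – 15 min enzyme-compound preincubation, 2 h reaction, 10 min detection, 25 °C · Signal – Kinase-Glo luminescence, ATP depletion format · Controls – DMSO-only wells as low control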
Neddyl block: blocks human cullin neddylation | P61081+Q13564 | TR-FRET cullin neddylation, biochemical | calls only at 25 µM | 360,000 tested, 0.58% active; in the data active = inhibition above about 36%
Target sequence (P61081 whole entry, looked up): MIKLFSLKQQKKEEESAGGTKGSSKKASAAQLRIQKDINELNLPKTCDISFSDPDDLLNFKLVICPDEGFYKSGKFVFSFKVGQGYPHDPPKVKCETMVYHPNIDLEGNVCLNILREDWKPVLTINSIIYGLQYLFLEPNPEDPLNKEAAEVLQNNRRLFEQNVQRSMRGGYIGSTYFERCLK
Target sequence (Q13564 whole entry, looked up): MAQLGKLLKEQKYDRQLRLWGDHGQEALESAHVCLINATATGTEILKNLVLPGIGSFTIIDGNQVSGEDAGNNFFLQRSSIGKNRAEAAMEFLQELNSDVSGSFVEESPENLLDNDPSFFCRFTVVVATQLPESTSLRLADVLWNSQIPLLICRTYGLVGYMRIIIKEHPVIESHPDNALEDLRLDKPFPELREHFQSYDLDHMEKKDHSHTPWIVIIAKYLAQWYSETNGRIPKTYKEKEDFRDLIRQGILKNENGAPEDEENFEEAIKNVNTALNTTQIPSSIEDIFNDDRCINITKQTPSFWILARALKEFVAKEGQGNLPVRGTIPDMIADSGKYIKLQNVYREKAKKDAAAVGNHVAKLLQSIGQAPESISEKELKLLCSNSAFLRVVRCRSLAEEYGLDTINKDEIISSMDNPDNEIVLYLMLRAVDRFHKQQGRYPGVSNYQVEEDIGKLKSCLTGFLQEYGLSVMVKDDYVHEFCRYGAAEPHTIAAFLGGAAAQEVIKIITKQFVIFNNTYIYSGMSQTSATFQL
CendR NRP1 mod: NRP-1/CendR interaction modulation. FAM-RPARPAR peptide binding to NRP-1, fluorescence polarization. inhibition, % at 25 µM. 360,000 tested, 0.85% active. AID 602438;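 active = inhibition or corrected inhibition above about 18%, plus a signal ratio from 0.5 to 1.5, limit read from the data, passing the limit was not always enough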; also: strong numbers were not always called active
* hit, by the source's call; i = inactive; nt = not tested or not shown; + = active, no number.

cpd	compound	DNMT1 block	SUMO1-SIM PPI	NadD inh	SKN-1 block	Scp-1 inhibitor
1	COCCNC(=O)c1cc2c(c(-c3cccc(-c4cc5ccccc5o4)c3)n1)[C@H](CCO)N(S(=O)C(C)(C)C)C2 (some centres undefined)	-46	3	3	12	nt
2	Cc1ccccc1C(=O)N1CCC(C(=O)Oc2ccc(C#N)cc2)CC1	2	-2	-2	-4	10
3	Cc1ccc(NC(=S)Nc2c(C)n(C)n(-c3ccccc3)c2=O)cc1	15	-3	-1	18	-6
4	CCN(Cc1nc2ccccc2c(=O)[nH]1)C(=O)c1cc2c(s1)CCCCC2	5	3	0	-5	-2
5	CC(C)CC(CO)N1CCN(C(=O)c2ccccc2)CCC1=O (centres undefined)	8	-1	-4	0	-10
6	Oc1ccccc1CNc1cnc2ccccc2c1	-4	10	4	-4	-3
7	Cc1n[nH]c(=O)c2c(NC(=O)CSc3nc4ccccc4c(=O)n3CCCO)oc(C)c12	-1	-25	-4	2	-9
8	CCCCOC(=O)c1ccc(NC(=O)C(=O)NCC2CCCO2)cc1 (centres undefined)	3	1	0	-6	-2
9	CCc1ccc(NC(=O)C(NS(=O)(=O)c2cccc3nsnc23)c2ccccc2)cc1 (centres undefined)	-2	-21	-1	4	-7
10	Cc1ccc(S(=O)(=O)Nc2ccc3c(c2)C(=O)N([C@@H](C)CO)C[C@@H](C)[C@@H](CN(C)CC2CC2)OCCCC[C@@H](C)O3)cc1	0	-3	-7	6	nt
11	ClC1(Cl)CC1Cn1cnc2ccccc21 (centres undefined)	-1	2	6	18	0
12	COc1ccc(CCNC(=O)CCC(=O)Nc2ccc3nc(N4CCN(C)CC4)cc(C)c3c2)cc1OC	1	5	-10	4	18

cpd	LMPTP inh	STEP block	Tb MetRS inh	Neddyl block	CendR NRP1 mod
1	0.1	2	0.2	i	-22
2	-1.8	-2	-0.5	i	0
3	-1.5	-1	0.0	i	8
4	1.1	-2	-0.4	i	-4
5	-8.4	-4	0.1	i	23
6	0.8	-1	-0.8	+	-8
7	-5.5	-1	-0.1	i	8
8	-2.1	0	-0.1	i	10
9	1.4	0	-0.7	i	2
10	-0.2	1	0.1	i	8
11	1.4	-1	-0.4	i	9
12	-1.0	2	-0.7	i	-3

Next section:
cpd	compound	DNMT1 block	SUMO1-SIM PPI	NadD inh	SKN-1 block	Scp-1 inhibitor
13	CC12CCC(C(=O)N(NC(=O)c3ccc(O)cc3)C1=O)C2(C)C (centres undefined)	7	1	-4	3	4
14	COc1cccc(-c2nc(NC(C)C)c3ccccc3n2)c1O	-11	7	2	-4	-8
15	CCc1nnc(NC(=O)CCc2c[nH]c3ccccc23)s1	-3	1	-5	3	-11
16	O=C1CCC/C(=N\NC(=O)c2ccc(COc3ccccc3-c3ccccc3)cc2)C1	-22	2	-1	1	-3
17	COc1ccccc1-c1nc(C#N)c(N2CCN(c3cccc(Cl)c3)CC2)o1	-7	1	7	7	-10
18	Cc1ccc(S(=O)(=O)N2CCC(C(=O)NC3CC(C)(C)NC(C)(C)C3)CC2)cc1C	1	-6	-5	8	-2
19	CCOCCCNC(=O)C1CCC(CNS(=O)(=O)c2ccc(Cl)cc2)CC1 (centres undefined)	-2	-2	2	19	-1
20	COc1cc(NC(=O)C2CC2)c(OC)cc1NC(=O)CCC(=O)NC1CCN(Cc2ccccc2)CC1	4	-2	-2	5	7
21	COc1cccc(NC(=S)NC2CC(C)CC(C)(C)C2)c1 (centres undefined)	9	1	5	5	nt
22	N#Cc1nccnc1N1CCN(C(=O)Nc2ccccc2)CC1	1	-23	-8	-9	-7
23	CCC(CC)C(=O)N1CCN(Cc2nc3ccccc3c(=O)[nH]2)CC1	0	-6	-5	-2	-5
24	COc1ccc(OC)c(NCc2nnc(-c3ccccc3)o2)c1	4	2	-7	3	-5

cpd	LMPTP inh	STEP block	Tb MetRS inh	Neddyl block	CendR NRP1 mod
13	-0.7	0	-1.1	i	-3
14	9.2	-1	-0.2	i	-4
15	-0.2	6	0.5	i	-16
16	2.9	1	-0.1	i	-1
17	3.3	7	-1.2	i	2
18	0.4	-2	1.3	i	10
19	-0.2	0	-0.2	i	7
20	0.8	1	-0.9	i	16
21	2.3	1	-0.4	i	1
22	-0.8	2	-0.1	i	-1
23	-2.9	0	-0.8	i	9
24	1.0	0	-0.3	i	-10

Remaining list, next part:
cpd	compound	DNMT1 block	SUMO1-SIM PPI	NadD inh	SKN-1 block	Scp-1 inhibitor
25	COc1ccc(-c2cn(CCO)c(-c3ccc(Cl)nc3)n2)cc1	0	3	-6	6	-2
26	CCCN1C(=O)/C(=C/c2ccc(OCc3ccc(C(=O)O)cc3)c(OC)c2)NC1=S	-3	-19	4	-2	6
27	Cc1cccc(NC(=O)NCC(c2ccc(F)cc2)N2CCN(C)CC2)c1 (centres undefined)	-1	3	-4	12	-2
28	CSc1ccc(CN2CCc3c([nH]c4ccccc34)C2)cc1	-1	-5	-2	17	0
29	CC(=O)N1c2ccc3ccccc3c2C(C)CC12CCCCC2 (centres undefined)	1	-2	0	16	-9
30	CC1CCc2nc(/C(C#N)=C/c3ccncc3)sc2C1 (centres undefined)	-1	-16	7	15	-5
31	CS(=O)(=O)c1ccc(C(=O)Nc2ccccc2N2CCOCC2)c(Cl)c1	1	-3	-5	6	-8
32	CCC(C(=O)OCC(=O)NCc1ccc2c(c1)OCO2)c1ccccc1 (centres undefined)	1	2	-1	3	-7
33	O=C(CN1CCN(c2ccccc2)CC1)Nc1cccc([N+](=O)[O-])c1	6	-13	-1	-12	5
34	CCOc1ccc(CCN2C(=S)N([C@@H](Cc3ccc(O)cc3)CN3CCC[C@@H]3CN3C(=S)NC[C@@H]3CC(C)C)C[C@@H]2Cc2ccccc2)cc1	-25	4	25	16	nt
35	Cc1cc(C)nc(CCNC(=O)C2CCC(=O)N(Cc3ccccc3F)C2)n1 (centres undefined)	1	5	0	-2	0
36	CSc1ncccc1C(=O)OCC(=O)NC(C)CCc1ccccc1 (centres undefined)	2	5	-9	-3	-3

cpd	LMPTP inh	STEP block	Tb MetRS inh	Neddyl block	CendR NRP1 mod
25	-0.1	1	-0.2	i	18*
26	-0.1	3	-0.3	i	-12
27	-2.4	-1	0.6	i	0
28	0.7	2	-0.7	i	-13
29	3.8	-1	-0.6	i	-1
30	-0.5	0	-0.3	nt	-5
31	-0.5	5	-0.5	i	0
32	-0.5	2	-0.1	i	12
33	1.7	0	-2.0	i	11
34	8.6	15	-0.5	i	12
35	0.1	-2	-0.4	i	-1
36	-1.0	3	-0.2	i	-4

An excerpt from above, limited to STEP block, NadD inh and SUMO1-SIM PPI:
nr | Molecule | STEP block | NadD inh | SUMO1-SIM PPI
25 | COc1ccc(-c2cn(CCO)c(-c3ccc(Cl)nc3)n2)cc1 | 1 | -6 | 3
26 | CCCN1C(=O)/C(=C/c2ccc(OCc3ccc(C(=O)O)cc3)c(OC)c2)NC1=S | 3 | 4 | -19
27 | Cc1cccc(NC(=O)NCC(c2ccc(F)cc2)N2CCN(C)CC2)c1 (centres undefined) | -1 | -4 | 3
28 | CSc1ccc(CN2CCc3c([nH]c4ccccc34)C2)cc1 | 2 | -2 | -5

Returning to the listing, repeating the 2 entries before the break.
cpd	compound	DNMT1 block	SUMO1-SIM PPI	NadD inh	SKN-1 block	Scp-1 inhibitor
35	Cc1cc(C)nc(CCNC(=O)C2CCC(=O)N(Cc3ccccc3F)C2)n1 (centres undefined)	1	5	0	-2	0
36	CSc1ncccc1C(=O)OCC(=O)NC(C)CCc1ccccc1 (centres undefined)	2	5	-9	-3	-3
37	COc1ccccc1NS(=O)(=O)c1cc(NC(=O)CCc2nc3ccccc3c(=O)[nH]2)ccc1C	-2	12	5	16	-8
38	COc1ccc(/C=C/C(O)=C2/C(=O)N(C)C3(C)CC2c2ccccc2O3)cc1 (centres undefined)	-2	-1	-1	7	-25
39	COc1ccc(N(C(=O)CNC(=O)c2cccs2)C(C(=O)NCC2CCCO2)c2ccccc2)cc1OC (centres undefined)	2	-1	8	17	1
40	COc1ccc(CC(=O)NNS(=O)(=O)c2ccc(F)cc2)cc1	0	-8	0	12	-7
41	COc1ccccc1NS(=O)(=O)c1ccc(O)c(C(N)=O)c1	-4	1	1	7	-10
42	Cn1c(C(=O)N2CCCC(C(=O)c3ccc(C(F)(F)F)cc3)C2)cc(=O)n(C)c1=O (centres undefined)	0	3	0	-7	-5
43	O=C(C[C@@H]1C/C=C/CC[C@@H](Cc2ccc(F)cc2)C(=O)OCCNC1=O)N[C@H](CO)Cc1ccccc1	0	-7	-2	-4	-2
44	COc1cc(OC)c2c(C)cc(=O)oc2c1	5	3	-3	-18	3
45	CC1CN(C(=O)CN2C(=O)NC3(CCCCCCC3)C2=O)CC(C)O1 (centres undefined)	5	2	-2	-21	2
46	O=C(NCc1nnc(SCC(=O)N2CCCCC2)o1)c1ccc(F)cc1	1	-3	1	11	-5
47	C[C@H](NC(=O)C1CCN(S(=O)(=O)c2ccccc2)CC1)C(=O)NCc1cccc(C(F)(F)F)c1	-1	0	-2	-1	-5
48	CC(C)[C@@H]1Cc2[nH][nH]c(=O)c2[C@H](CCc2ccccc2)O1	nt	11	-4	-1	nt
49	COCc1c(C(=O)Nc2ccc(Cl)cc2F)oc2ccccc12	7	-1	-1	-6	2
50	COc1cc(CNC(=O)c2nc(Cn3nc(C)c(Br)c3C)no2)cc(OC)c1	6	-2	-1	-6	8
51	c1ccc(CCNc2ncnc3ccccc23)cc1	-1	0	3	8	-6

cpd	LMPTP inh	STEP block	Tb MetRS inh	Neddyl block	CendR NRP1 mod
35	0.1	-2	-0.4	i	-1
36	-1.0	3	-0.2	i	-4
37	-0.1	-2	0.3	i	-15
38	3.4	-3	0.0	i	-2
39	0.8	-2	-1.2	i	2
40	-1.5	-3	0.3	i	-7
41	-1.3	-2	-0.1	i	7
42	0.3	-1	0.2	i	1
43	0.2	-3	-0.6	i	5
44	-1.0	-4	-1.7	nt	4
45	0.5	-6	-1.2	i	-1
46	-0.3	1	-0.3	i	6
47	0.3	0	-0.5	i	-8
48	-0.8	nt	-0.4	i	0
49	0.7	-2	-1.5	i	1
50	1.2	-1	0.0	i	2
51	11	-3	-0.6	i	0
